STAT3 blocker: IL-6 driven STAT3 reporter inhibitors, primary screen, U3A cells, luciferase, luminescence, MLSCN library; 190,000 compounds, 0.89% hits; IL-6 STAT3-luciferase reporter; host cell line lacks STAT1; inhibition, % at 5.5 µM;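 active = inhibition above the mean inhibition across all screened compounds plus 3 SD, cut at about 44% in these data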;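 note: 0% = DMSO only wells and 100% = 100 µM nifuroxazide control wells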
APP 5UTR inh: inhibitors of APP translation via 5'UTR reporter, primary screen, APP 5'UTR luciferase, SH-SY5Y cells; SH-SY5Y APP 5'UTR-luciferase reporter, luminescence; inhibition, % at 2 µM; 190,000 compounds, 0.82% hits;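 active = inhibition above a set limit, derived from the sample mean plus 3 SD, cut at about 45% in these data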; note: values of inactives mirror those of a sister screen read the other way
Hsp70 act: Hsp70 transcriptional activators, primary screen, cell-based, HeLa, Hsp70 promoter luciferase, luminescence, 10 µM | HeLa Hsp70 promoter luciferase reporter; scaled: vehicle 0, proteasome-inhibitor control 100% | activation, % at 10 µM | 200,000 compounds, 0.04% hits | AID 1203, 2008;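 active = activation above the mean across all tested compounds plus 3 SD, cutoff set per campaign, cut at about 5.5% in these data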;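 note: 100% = MG132 at 30 µM as the positive control and 0% = DMSO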
RAM network inh: inhibitors of the yeast RAM network, primary screen, dse1pr::URA3 reporter, 5-FOA selection; S. cerevisiae dse1pr::URA3 reporter, 5-FOA growth OD615, 2 d; analog-sensitive cbk1-as2 kinase mutant strain; inhibition, % at 50 µM; 190,000 compounds, 1.8% hits; AID 868, 2007;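 active = inhibition above a set limit, 3 SD over mean compound inhibition, cut at about 8.4% in these data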;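 note: 0% = DMSO-only wells with no growth and 100% = 10 µM 1-NA-PP1 full growth; inhibition rescues growth on 5-FOA so higher OD means more RAM inhibition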
NF-kB expr up: activators of NF-kB expression in neurons, primary screen, cell-based, HTS; human neuronal cells, NF-kB reporter expression; active compounds read high; fold change at 12.5 µM; 190,000 compounds, 1.6% hits; AID 1239, 2008; in the data active = fold change above about 3.3
STAT3 act: IL-6 driven STAT3 reporter potentiators, primary screen, U3A cells, luciferase, luminescence, MLSCN library | 190,000 compounds, 0.91% hits | IL-6 STAT3-luciferase reporter; 100% = signal with IL-6 EC80 alone | AID 871, 2007 | activation (% of control), % at 5.6 µM;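 active = activation above the screen-wide mean of compound activation plus 3 SD, cut at about 130% in these data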;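 note: 0% = background luminescence of wells with medium and substrate only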
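Material: STAT1-lacking human U3A cells, STAT3 luciferase reporter | Benchmarks: IL-6-only wells as 100% reference | Probe or stimulus: IL-6 (33 ng/mL) | Timing: Compound 1 h, then IL-6 6 h at 37 °C | Detection: Luminescence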
APP 5'UTR act: activators of APP 5'UTR luciferase reporter, primary screen, SH-SY5Y cells. AID 1276, 2008. SH-SY5Y APP 5'UTR luciferase reporter, luminescence; zero percent = DMSO vehicle wells. 190,000 compounds, 1% hits. activation, % at 2 µM;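 active = activation above a set limit, based on mean plus 3 SD of controls, cut at about 140% in these data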; note: values of inactives mirror those of a sister screen read the other way
FLuc inhib CS: firefly luciferase enzyme inhibitors, primary screen, artefact control for luciferase-based inhibitor screens, biochemical, luminescence, ATPLite; inhibition, % at 10 µM; Luciferin 4-monooxygenase (Photinus pyralis), P08659; 200,000 compounds, 1.5% hits; 10 min;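 active = inhibition above about 50% when tested at 10 µM, limit read from the data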
Target sequence (P08659 whole entry, looked up): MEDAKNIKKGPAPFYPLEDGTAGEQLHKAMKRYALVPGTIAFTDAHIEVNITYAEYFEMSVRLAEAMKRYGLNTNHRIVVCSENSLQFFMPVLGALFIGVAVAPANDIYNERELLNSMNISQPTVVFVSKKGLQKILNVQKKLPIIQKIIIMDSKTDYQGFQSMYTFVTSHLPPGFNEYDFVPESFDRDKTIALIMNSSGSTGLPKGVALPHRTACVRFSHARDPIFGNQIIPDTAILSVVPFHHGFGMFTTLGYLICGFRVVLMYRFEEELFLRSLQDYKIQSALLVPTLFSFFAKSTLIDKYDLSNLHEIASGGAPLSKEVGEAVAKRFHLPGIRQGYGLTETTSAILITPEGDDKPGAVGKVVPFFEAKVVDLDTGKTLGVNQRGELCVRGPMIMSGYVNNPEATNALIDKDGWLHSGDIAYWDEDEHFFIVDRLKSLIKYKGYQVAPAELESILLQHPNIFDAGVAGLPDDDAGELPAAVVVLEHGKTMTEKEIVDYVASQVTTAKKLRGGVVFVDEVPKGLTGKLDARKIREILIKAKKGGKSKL
STAT1 blocker: STAT1 signaling inhibitors, primary screen, cell-based, HTS, luciferase reporter. inhibition, % at 5.5 µM. 200,000 compounds, 0.35% hits. AID 920, 2007. NIH 3T3 STAT1-luciferase reporter, IFN-gamma, luminescence;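 active = inhibition above a set limit, the mean inhibition across all tested compounds plus 3 SD, cut at about 34% in these data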;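 note: 0% = IFN-gamma with DMSO and 100% = IFN-gamma with 300 µM nifuroxazide; values of inactives mirror those of a sister screen read the other way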
STAT1 activator: STAT1 signaling activators, primary screen, cell-based, HTS, luciferase reporter. NIH 3T3 STAT1-luciferase reporter, IFN-gamma, luminescence; 100% = IFN-gamma alone, no compound. AID 932, 2007. activation (% of control), % at 5.5 µM. 200,000 compounds, 2.6% hits;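 active = activation above the screen-wide mean activation plus 3 SD, cut at about 130% in these data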;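 note: raw ratio to IFN-gamma control signal so 100% means no change and 0% no light; values of inactives mirror those of a sister screen read the other way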
Numbers without * were called inactive; . = no result given.

SMILES | STAT3 blocker | APP 5UTR inh | Hsp70 act | RAM network inh | NF-kB expr up | STAT3 act | APP 5'UTR act | FLuc inhib CS | STAT1 blocker | STAT1 activator
CC(=O)NC1CC2CCCC(C1)N2CC(=O)N1CCCc2ccccc21 (stereo not drawn) | 8 | -7 | -0.2 | 1.8 | 1 | 95 | 7 | 1 | 5 | 95
Cc1cccc(N=C(NO)c2nonc2N)c1 | -2 | 26 | -0.5 | 1.4 | 0.95 | 105 | -26 | -4 | -3 | 103
O=C(Nc1nnc(-c2cccs2)o1)c1ccco1 | -4 | -8 | -0.2 | -0.5 | 1.3 | 107 | 9 | 2 | -3 | 102
Cc1ccc(S(=O)(=O)NCC(=O)N(CC(=O)NC(C)(C)C)Cc2cccs2)cc1 | 0 | -3 | -0.3 | 4.3 | 1 | 101 | 3 | 4 | 0 | 100
Cc1ccccc1C(=O)Nc1ccc(Br)cn1 | 15 | -111 | 0.8 | 1.3 | 3.8* | 96 | 111 | 27 | -37 | 134*
Cc1ccc(C(=O)CS(C)(=O)=O)cc1 | 5 | 3 | -0.2 | -0.4 | 1.2 | 95 | -3 | -3 | 6 | 95
C=CCNC(=O)c1c(N)n(-c2cccc(S(N)(=O)=O)c2)c2nc3ccccc3nc12 | 15 | 18 | -0.2 | 8.2 | 0.49 | 93 | -18 | -6 | 0 | 100
Cc1noc(/C=C/N(C)C)c1S(=O)(=O)N1CCC(C(=O)O)CC1 | 5 | 11 | -0.3 | -0.5 | 0.91 | 95 | -11 | -4 | -3 | 100
CNC(=S)N/N=C/c1c(C)nn(-c2cccc(Cl)c2)c1Cl | 12 | 7 | -0.5 | 1.8 | 1.4 | 86 | -7 | -3 | 3 | 98
COC(=O)c1ccc2ccn(CC(=O)NC(C)C)c2c1 | 1 | -6 | 0.0 | -0.9 | 0.98 | 104 | 6 | -5 | -3 | 103
Cc1ccc(NCc2nc3ccccc3n2CCOc2ccccc2)cc1 | 2 | -74 | -0.3 | -1.0 | 2.5 | 98 | 74 | 12 | -27 | 124
Cc1ccc(S(=O)(=O)NNC(=O)C(O)(c2ccccc2C)c2ccccc2C)cc1 | -4 | -1 | -0.1 | 1.4 | 1.2 | 108 | 1 | -5 | -6 | 105
Cc1ccccc1-c1n[nH]c(=S)o1 | 7 | -1 | 0.1 | -0.9 | 1.1 | 99 | 1 | -2 | -1 | 101
O=C1CN(c2nc(-c3cccs3)nc3sc4c(c23)CCCC4)CCN1 | -20 | -48 | 0.1 | 3.6 | 1.1 | 121 | 48 | 28 | -21 | 116
CCc1ccccc1S(=O)(=O)Cc1ccc(C(=O)NCc2ccc3c(c2)OCO3)o1 | 6 | -10 | 0.0 | 2.4 | 0.92 | 102 | 10 | -11 | 1 | 99

Brought forward from above: two compounds, followed by the next part.
SMILES | STAT3 blocker | APP 5UTR inh | Hsp70 act | RAM network inh | NF-kB expr up | STAT3 act | APP 5'UTR act | FLuc inhib CS | STAT1 blocker | STAT1 activator
O=C1CN(c2nc(-c3cccs3)nc3sc4c(c23)CCCC4)CCN1 | -20 | -48 | 0.1 | 3.6 | 1.1 | 121 | 48 | 28 | -21 | 116
CCc1ccccc1S(=O)(=O)Cc1ccc(C(=O)NCc2ccc3c(c2)OCO3)o1 | 6 | -10 | 0.0 | 2.4 | 0.92 | 102 | 10 | -11 | 1 | 99
Cc1sc(NC(=S)NC(=O)C(C)(C)C)c(C(N)=O)c1C | -18 | -17 | 0.2 | 7.9 | 2.1 | 119 | 17 | -1 | -29 | 126
CCNc1nc(NC(C)C)nc(SCCOc2ccc(C)cc2)n1 | 12 | -3 | -0.1 | 3.1 | 0.83 | 92 | 3 | -7 | 8 | 93
Cc1ccc(NC(=O)c2c(Cl)nc3ccccn23)cc1 | -18 | -103 | -0.1 | 2.5 | 1.2 | 122 | 103 | 21 | -44 | 139*
O=C(COC(=O)/C=C/c1ccc(Cl)cc1Cl)NCCC1=CCCCC1 | -8 | -4 | -0.2 | 1.4 | 1.2 | 103 | 4 | -3 | 5 | 96
COc1ccc(NC2=CC(=O)CC(c3ccccc3)C2)c(OC)c1 (stereo not drawn) | 4 | 4 | 0.2 | 2.8 | 0.59 | 103 | -4 | -3 | -13 | 111
CN(Cc1ccccc1)c1ccc(N2C(=O)CCC2=O)cc1[N+](=O)[O-] | -6 | 7 | 0.2 | 0.9 | 1.1 | 106 | -7 | -5 | 4 | 96
Cc1ccc(CCC(=O)Nc2ncc(Cc3cccc(Cl)c3Cl)s2)o1 | -21 | 96* | -0.3 | 3.0 | 1.4 | 113 | -96 | -1 | -9 | 108
CCC(C(=O)OCC(=O)Nc1ccc(C(=O)Nc2ccc(OC)cc2)cc1)c1ccccc1 (stereo not drawn) | 0 | -5 | -0.1 | 4.7 | 1.2 | 99 | 5 | -9 | -6 | 106
O=C(CNc1cc(S(=O)(=O)N2CCCC2)ccc1OCC(F)(F)F)Nc1cc(Cl)cc(Cl)c1 | 9 | 2 | 0.2 | 5.2 | 1 | 99 | -2 | -9 | -9 | 107
CCCCN(CC)C(=O)Cn1cnc2ccc(S(=O)(=O)N3CCC(C)CC3)cc2c1=O | -7 | -4 | -0.2 | 2.9 | 0.9 | 104 | 4 | 1 | 3 | 97
CCN(Cc1ccccc1)C(=O)c1ccccc1C | 1 | -8 | -0.1 | 0.0 | 0.86 | 102 | 8 | -4 | 3 | 96
OCCC1CN(Cc2cccc3c2OCO3)CCN1C1CCCC1 (stereo not drawn) | -3 | 11 | -0.4 | 0.1 | 1.1 | 108 | -11 | 4 | -3 | 102
CCCc1cc(C(=O)Nc2ccc(C(C)=O)cc2)no1 | 11 | -5 | -0.1 | 3.8 | 1.4 | 95 | 5 | 4 | -32 | 128
C[C@H](NC(=O)c1ccco1)C(=O)Nc1cccc([N+](=O)[O-])c1 | 3 | 5 | -0.5 | 1.7 | 1.1 | 101 | -5 | -7 | -4 | 104
COCCN(Cc1cc2cc(C)ccc2nc1Cl)C(=O)Nc1ccccc1C | 2 | 1 | 5.0 | 3.2 | 0.92 | 99 | -1 | -4 | 1 | 99
CCOC(=O)N1CCC(c2nc(C)sc2C(=O)O)CC1 | 1 | -10 | 0.1 | 3.2 | 1.3 | 100 | 10 | -1 | 4 | 96
Cc1ccc(N(C(=O)Cn2nnc(-c3ccc(F)cc3)n2)C(CC(C)C)C(=O)NCC2CCCO2)cc1 (stereo not drawn) | 10 | 25 | 0.0 | 0.3 | 0.66 | 97 | -25 | -7 | 5 | 95
CCC(C)NC(=O)CN1C(=O)CC(C)(C)S(=O)(=O)c2ccccc21 (stereo not drawn) | 0 | -10 | 0.1 | -0.2 | 0.97 | 108 | 10 | -9 | 3 | 97
CC1Cc2cc(/C(O)=C3\C(=O)C(=O)N(CCN4CCOCC4)C3c3ccccc3F)ccc2O1 (stereo not drawn) | 3 | 2 | -0.2 | -0.7 | 1.2 | 101 | -2 | -4 | -12 | 111
Cc1cc(NC(=S)Nc2cccc3ccccc23)n[nH]1 | -8 | -40 | 0.9 | -0.3 | 1.3 | 114 | 39 | -3 | -6 | 104
CCOc1cc(NC(=S)NCCCN2CCOCC2)c(OCC)cc1NC(=O)c1ccccc1C | -6 | 0 | 0.0 | 0.2 | 1.1 | 113 | 0 | -3 | -1 | 100
CC(=O)c1c(N2CCCC2)[nH]c(-c2ccccc2)nc1=S | 29 | -18 | -0.3 | 1.9 | 1.3 | 80 | 18 | -1 | 3 | 97
O=[N+]([O-])c1ccc2c(c1)C=C1CCCCC1(N1CCCCC1)O2 (stereo not drawn) | -7 | 8 | 0.1 | 2.7 | 1.2 | 105 | -8 | -9 | -2 | 102
O=C(Oc1ccc(-c2cn3c(n2)SCC3)cc1)c1ccccc1 | 8 | -15 | 0.1 | 1.6 | 2.1 | 95 | 15 | 18 | -11 | 110
C(=C\CSc1nnnn1-c1ccccc1)/CSc1nnnn1-c1ccccc1 | 8 | -8 | 0.3 | 7.8 | 1 | 95 | 8 | -6 | -3 | 103
NC(=O)C1=C[C@H](c2csc3ccccc23)C[C@H](OCc2ccc(CO)cc2)O1 | . | -7 | 0.2 | 4.5 | 0.77 | . | 7 | 1 | 4 | 98
CC1CCCCC1N1CCN(C(=O)c2cccc(F)c2)CC1 (stereo not drawn) | 2 | 2 | -0.3 | -0.1 | 1.2 | 101 | -2 | -3 | -4 | 104
Cc1cc(O)ccc1C1(c2ccc(O)cc2C)OC(=O)c2ccccc21 | -5 | 25 | -0.5 | 2.1 | 1 | 107 | -25 | -8 | 1 | 100
CCCCNC(=O)c1c[nH]c2ccc(S(=O)(=O)N3CCOCC3)cc2c1=O | -3 | -14 | 0.0 | 0.4 | 1.1 | 108 | 14 | 0 | 0 | 99
Cn1ccc(C(=O)N2CCCc3ccccc32)n1 | -2 | -8 | -0.1 | 1.9 | 1.1 | 108 | 7 | -10 | 1 | 99
CC(C)(C)c1ccc(S(=O)(=O)N2C=CC(C(F)(F)F)=NCC2)cc1 | -2 | -7 | -0.3 | -0.7 | 1 | 101 | 7 | -5 | 3 | 94
COC(=O)C1=C(C)N(c2cc(C)cc(C)c2)/C(=C/c2ccc(O)cc2)C1=O | 16 | 3 | -0.3 | 2.0 | 1.4 | 90 | -3 | -7 | 4 | 96
O=C(c1cccc(F)c1)N1C2C=CC(C2)C1(C(F)(F)F)C(F)(F)F (stereo not drawn) | 7 | 3 | -0.3 | 0.0 | 0.96 | 96 | -3 | -5 | 1 | 99
O=C(Nc1ccc(F)cc1)c1ccc(CSc2ccccc2)o1 | 13 | -5 | -0.2 | -0.1 | 1.4 | 91 | 5 | 2 | -8 | 107
COc1ccccc1C(=O)Nc1c(C)n(C)n(-c2ccccc2)c1=O | 2 | 1 | -0.2 | -0.1 | 0.96 | 101 | -1 | -2 | 4 | 96
Cc1ccc(C2=Nc3ccccc3N=C(c3ccco3)C2)c(O)c1 | 16 | -19 | -0.2 | 5.1 | 1.4 | 95 | 19 | -3 | -4 | 104
Cc1cc(C)cc(NC2=CC(=O)CC(c3ccco3)C2)c1 (stereo not drawn) | -10 | 3 | -0.3 | 1.2 | 1 | 109 | -3 | -2 | 4 | 96

Some values from the list.
STAT1 blocker with COC(=O)C1=C(C)N(c2cc(C)cc(C)c2)/C(=C/c2ccc(O)cc2)C1=O → 4
RAM network inh with Cc1cc(C)cc(NC2=CC(=O)CC(c3ccco3)C2)c1 (stereo not drawn) → 1.2
NF-kB expr up with O=C(Nc1ccc(F)cc1)c1ccc(CSc2ccccc2)o1 → 1.4
STAT3 act with COc1ccccc1C(=O)Nc1c(C)n(C)n(-c2ccccc2)c1=O → 101
